Bioassay records (PubChem BioAssay)
DNA FID counter: counter-screen for HCV NS3 helicase inhibitors: DNA intercalator displacement; DNA fluorescent intercalator displacement, fluorescence; 0.17% of 290,000 active; inhibition, % at 7.9 µM; AID 1845; in the data active = inhibition above about 37%;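 also: 0% = vehicle and 100% = reference compound; higher means more ethidium bromide displaced from hairpin DNA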
NS3 helicase inh: inhibitors of Hepatitis C virus NS3 helicase; NS3 helicase DNA unwinding, Cy5 molecular beacon fluorescence; inhibition, % at 10.9 µM; 0.56% of 290,000 active; AID 1800;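 active = inhibition above the mean of all tested compounds plus 3 SD, set per campaign, cut at about 35% in these data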;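 also: 0% = DMSO wells and 100% = thioflavine S control wells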
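Control set: DMSO versus 110 µM thioflavine S; Material: NS3 helicase fragment of HCV; Measured by: Cy5 fluorescence at 0 and 60 min, beacon hairpin quenching; Read-out basis: percent inhibition from t60/t0 fluorescence ratio; Times: reaction time 60 min, 25 °C; Repeats: single replicate; Compound dosing: single dose, 10.9 µM nominal final, DMSO 0.8% final.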
MEKK2 mut-MEK5: signal of MEK5 binding to mutant human MEKK2 PB1 domain. bead flow cytometry, Alexa488-MEK5 binding to MEKK2 mutant. 0.35% of 290,000 active. percent response, % at 10 µM; in the data active = percent response above about 24%, passing the limit was not always enough; also: inactives centre near 1; some results filed as inactive read as strong as hits
GalR3 antagonist: antagonists of human GalR3. AID 651719. inhibition, % at 3 µM. HEK293 GalR3-CNG cAMP membrane potential fluorescence; galR3 body fused to GalR1 C-terminus. 0.44% of 360,000 active;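 active = inhibition above the screen-wide average plus 3 SD, cut at about 13% in these data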;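 also: forskolin and galanin both at EC90 stimulate the cells; cAMP rise reported by CNG channel membrane potential dye signal; 0% = forskolin plus galanin with DMSO and 100% = forskolin alone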
Target sequence (O60755 1-299 limits assumed): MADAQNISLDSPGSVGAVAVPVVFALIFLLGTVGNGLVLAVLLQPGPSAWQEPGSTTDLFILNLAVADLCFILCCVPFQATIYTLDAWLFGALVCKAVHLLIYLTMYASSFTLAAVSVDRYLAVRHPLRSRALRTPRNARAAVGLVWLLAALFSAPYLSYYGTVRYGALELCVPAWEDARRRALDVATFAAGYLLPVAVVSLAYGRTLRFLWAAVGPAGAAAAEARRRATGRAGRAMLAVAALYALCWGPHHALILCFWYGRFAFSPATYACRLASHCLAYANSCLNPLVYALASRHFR
MEKK3 PB1 HTS: raises or lowers MEK5 binding to the human MEKK3 PB1 domain; Q99759; bead-based flow cytometry, Alexa488-MEK5 binding to MEKK3; actives lie on both sides; 0 = blocked by unlabeled MEK5, 100 = vehicle; binding response (% of control), % at 10 µM; 1.4% of 290,000 active; AID 1529;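 active = binding response more than 3 SD above or below the average of its plate-row segment, actives on both sides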;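 also: Alexa488 bead fluorescence after subtracting the streptavidin-only scavenger bead signal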
SUMO HTRF inh: blocks human SUMOylation mediated by UBC9; 0.36% of 290,000 active; inhibition, % at 35 µM; HTRF SUMOylation assay, SAE1/SAE2 + UBC9, in vitro; AID 2006; P63279; in the data active = inhibition above about 50%, passing the limit was not always enough; also: strong numbers were not always called active
Target sequence (P63279 whole entry, looked up): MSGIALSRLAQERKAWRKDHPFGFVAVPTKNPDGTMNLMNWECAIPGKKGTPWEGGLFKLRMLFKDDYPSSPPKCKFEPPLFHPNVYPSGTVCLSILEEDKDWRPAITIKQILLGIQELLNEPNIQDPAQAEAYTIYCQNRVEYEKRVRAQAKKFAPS
CRFBP-R2 agonist: agonists of human CRF-binding protein/CRF-R2 receptor complex; HEK293 CRF-R2/CRF-BP, calcium dye fluorescence (FLIPR); percent of saturating CRF peptide response; activation, % at 13.2 µM; 0.46% of 350,000 active; AID 588473;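 active = activation of at least 50%, plus an integration ratio under a set limit after plate pattern correction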;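 also: plate controls were neutral control wells without compound for no effect and CRF at EC100 for full effect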
MEKK2 WT-MEK5: raises or lowers MEK5 binding to wildtype human MEKK2 PB1 domain | binding response (% of control), % at 10 µM | Q9Y2U5 | bead flow cytometry, Alexa488-MEK5 binding to MEKK2 WT; actives lie on both sides | 1.1% of 290,000 active; in the data active = binding response below about 67% or above about 130%
CRFBP-R2 block: blocks CRF-induced signaling of the CRF-BP/CRF-R2 complex; HEK293 CRF-R2/CRF-BP, CRF-induced calcium fluorescence; inhibition, % at 11.8 µM; 0.59% of 350,000 active;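 active = inhibition of the ligand-induced calcium signal above about 50% at the single tested concentration, limit read from the data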
The depositor's hits bear a star; · = no result given. A portion of the library; count on the stated rates, not on these rows.

| item | smiles | DNA FID counter | NS3 helicase inh | MEKK2 mut-MEK5 | GalR3 antagonist | MEKK3 PB1 HTS |
| --- | --- | --- | --- | --- | --- | --- |
| 1 | CCCc1cc(C(=O)N2CCC(N3CCC(C(=O)NC(C)C)CC3)CC2)n(C)n1 | 1 | -5 | -8 | -4 | 104 |
| 2 | CCOC(=O)NS(=O)(=O)c1ccc(CCNC(=O)c2cc(C)on2)cc1 | 1 | -3 | -1 | 4 | 98 |
| 3 | Cn1c(=O)c2cc(S(=O)(=O)Nc3cc(C(=O)O)cc(C(=O)O)c3)ccc2n(C)c1=O | 4 | -8 | 7 | -5 | 104 |
| 4 | O=C(NC1CC1)c1ccc(-c2ccccc2)cc1 | -4 | -10 | 2 | 1 | 99 |
| 5 | COC(=O)Nc1ccc(S(=O)(=O)NC2CCCCC2)cc1 | -9 | -4 | 6 | -3 | 104 |
| 6 | CCOc1ccc2sc(NS(=O)(=O)c3ccc(N)cc3)nc2c1 | -8 | -16 | -10 | -8 | 95 |
| 7 | COc1cc2oc3ccccc3c2cc1N(CC(=O)N(C)C)S(=O)(=O)c1ccccc1 | -27 | -8 | -3 | -2 | 91 |
| 8 | O=C(NCc1ccco1)C1CC2CCC1C2 (stereo unspecified) | -5 | 2 | -14 | 1 | 81 |
| 9 | CCCCCCCCCCCCCCCCn1cc[n+](CC(C)=O)c1 | 17 | -57 | 89* | · | 109 |
| 10 | O=C(O)C1C2CCC(C2)C1C(=O)NCCc1ccccc1 (stereo unspecified) | -6 | 6 | -1 | -6 | 102 |

| item | SUMO HTRF inh | CRFBP-R2 agonist | MEKK2 WT-MEK5 | CRFBP-R2 block |
| --- | --- | --- | --- | --- |
| 1 | -1 | 0.1 | 94 | 19 |
| 2 | 25 | -0.1 | 101 | 0 |
| 3 | 6 | -0.3 | 103 | 9 |
| 4 | 0 | -0.5 | 97 | -2 |
| 5 | 17 | 0.1 | 111 | 2 |
| 6 | 18 | -0.7 | 93 | 9 |
| 7 | -13 | 1.1 | 94 | -2 |
| 8 | 18 | 1.1 | 84 | -12 |
| 9 | 6 | 16 | 220* | 39 |
| 10 | 0 | 2.0 | 104 | 5 |

(cont.)
| item | smiles | DNA FID counter | NS3 helicase inh | MEKK2 mut-MEK5 | GalR3 antagonist | MEKK3 PB1 HTS |
| --- | --- | --- | --- | --- | --- | --- |
| 11 | CC1CCC(C(C)C)C(=O)/C1=C/c1ccc(N)cc1 (stereo unspecified) | -22 | -11 | -2 | -2 | 99 |
| 12 | Cc1c(NC(C)c2cc(Cl)ccc2O)c(=O)n(-c2ccccc2)n1C (stereo unspecified) | -5 | 1 | 11 | -7 | 101 |
| 13 | N#CC1C=Cc2ccccc2N1C(=O)c1ccccc1 (stereo unspecified) | -3 | -7 | -1 | -7 | 96 |
| 14 | COCCn1c(=O)[nH]c2cc(C(=O)NCCN3CCN(c4ccc(OC)cc4)CC3)ccc2c1=O | 21 | -11 | 3 | -1 | 99 |
| 15 | Cc1ccc(CC(=O)O/N=C(\N)Cc2ccc([N+](=O)[O-])cc2)cc1 | -4 | 38* | -1 | -4 | 98 |
| 16 | COC(=O)NCC1(C)CC(NC(=O)OC)CC(C)(C)C1 (stereo unspecified) | -5 | -3 | -2 | -1 | 98 |
| 17 | CC1(N2CCCCC2)C(=O)c2ccccc2C1=O | 1 | -4 | 0 | 0 | 138* |
| 18 | Brc1ccc(C2=Nn3c(Cn4nnc5ccccc54)nnc3SC2)cc1 | -17 | -1 | -4 | -4 | 94 |
| 19 | CCOC(=O)c1nc(N)c(=O)n(-c2ccc(C)cc2)n1 | 5 | -3 | 2 | -2 | 93 |
| 20 | COc1cc(CNc2ccc(N3CCOCC3)c(C(=O)O)c2)ccc1OCC(N)=O | -1 | -3 | -1 | 6 | 98 |

| item | SUMO HTRF inh | CRFBP-R2 agonist | MEKK2 WT-MEK5 | CRFBP-R2 block |
| --- | --- | --- | --- | --- |
| 11 | -9 | 1.6 | 95 | -4 |
| 12 | -14 | 1.3 | 110 | -2 |
| 13 | 12 | -7.9 | 97 | 16 |
| 14 | 28 | 1.0 | 101 | 22 |
| 15 | -11 | -3.3 | 96 | 48 |
| 16 | -2 | -0.8 | 99 | 2 |
| 17 | -7 | -0.2 | 106 | 4 |
| 18 | 5 | -3.8 | 94 | 1 |
| 19 | 4 | -0.1 | 104 | 3 |
| 20 | 17 | 1.2 | 103 | 2 |

Remaining list, next part.
| item | smiles | DNA FID counter | NS3 helicase inh | MEKK2 mut-MEK5 | GalR3 antagonist | MEKK3 PB1 HTS |
| --- | --- | --- | --- | --- | --- | --- |
| 21 | COc1ccc(N2CCN(S(=O)(=O)CCNC(=O)COc3ccccc3OC)CC2)cc1 | -55 | -6 | 2 | 7 | 102 |
| 22 | O=C(Cc1c[nH]c2ccccc12)Nc1ccc(N2CCOCC2)cc1 | -1 | 12 | -3 | -2 | 102 |
| 23 | CCN1C(=O)c2ccccc2Sc2ccc(C(=O)NCCC(C)C)cc21 | -32 | -6 | 0 | -9 | 94 |
| 24 | O=[N+]([O-])c1ccc(NC(=S)NCc2ccncc2)cc1 | 4 | 10 | -2 | -2 | 102 |

| item | SUMO HTRF inh | CRFBP-R2 agonist | MEKK2 WT-MEK5 | CRFBP-R2 block |
| --- | --- | --- | --- | --- |
| 21 | -20 | -1.0 | 101 | -1 |
| 22 | 10 | 0.5 | 101 | 3 |
| 23 | 4 | 0.9 | 95 | 8 |
| 24 | 12 | 2.3 | 96 | 16 |

Some of these compounds in order of count of non-hydrogen atoms, low to high.
| item | smiles | DNA FID counter | NS3 helicase inh | MEKK2 mut-MEK5 | GalR3 antagonist | MEKK3 PB1 HTS |
| --- | --- | --- | --- | --- | --- | --- |
| 17 | CC1(N2CCCCC2)C(=O)c2ccccc2C1=O | 1 | -4 | 0 | 0 | 138* |
| 13 | N#CC1C=Cc2ccccc2N1C(=O)c1ccccc1 (stereo unspecified) | -3 | -7 | -1 | -7 | 96 |
| 15 | Cc1ccc(CC(=O)O/N=C(\N)Cc2ccc([N+](=O)[O-])cc2)cc1 | -4 | 38* | -1 | -4 | 98 |
| 12 | Cc1c(NC(C)c2cc(Cl)ccc2O)c(=O)n(-c2ccccc2)n1C (stereo unspecified) | -5 | 1 | 11 | -7 | 101 |
| 23 | CCN1C(=O)c2ccccc2Sc2ccc(C(=O)NCCC(C)C)cc21 | -32 | -6 | 0 | -9 | 94 |
| 20 | COc1cc(CNc2ccc(N3CCOCC3)c(C(=O)O)c2)ccc1OCC(N)=O | -1 | -3 | -1 | 6 | 98 |
| 21 | COc1ccc(N2CCN(S(=O)(=O)CCNC(=O)COc3ccccc3OC)CC2)cc1 | -55 | -6 | 2 | 7 | 102 |
| 14 | COCCn1c(=O)[nH]c2cc(C(=O)NCCN3CCN(c4ccc(OC)cc4)CC3)ccc2c1=O | 21 | -11 | 3 | -1 | 99 |

| item | SUMO HTRF inh | CRFBP-R2 agonist | MEKK2 WT-MEK5 | CRFBP-R2 block |
| --- | --- | --- | --- | --- |
| 17 | -7 | -0.2 | 106 | 4 |
| 13 | 12 | -7.9 | 97 | 16 |
| 15 | -11 | -3.3 | 96 | 48 |
| 12 | -14 | 1.3 | 110 | -2 |
| 23 | 4 | 0.9 | 95 | 8 |
| 20 | 17 | 1.2 | 103 | 2 |
| 21 | -20 | -1.0 | 101 | -1 |
| 14 | 28 | 1.0 | 101 | 22 |
